Screening results as filed in PubChem BioAssay.
Cl transport mod: KCC2 cotransporter modulators, thallium flux, primary screen, cell-based, HEK293 KCC2, FluoZin-2 fluorescence, MLSMR. Solute carrier family 12 member 5 (Homo sapiens), Q9H2X9. KCC2 cells, thallium flux FluoZin-2 fluorescence. B-score of Tl+ flux slope (higher = more flux/activation; lower = inhibition) at 10 µM. actives 2.2% (n = 190,000). AID 1456, 2008;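 active = thallium flux slope and its plate-corrected score both differing from the plate sample mean at a set confidence after two filtering rounds, in either direction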;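 also: slope of fluorescence scaled to starting intensity during 10 to 20 s after thallium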
thrombin 1536: human alpha-thrombin inhibitors, primary screen, counter-screen for coagulation protease inhibitor project, biochemical, 1536-well, fluorogenic AMC substrate | actives 0.26% (n = 220,000) | Prothrombin (Homo sapiens), P00734 | Boc-VPR-AMC fluorogenic substrate cleavage | inhibition, % at 5 µM;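 active = inhibition at or above 40%; inactive = inhibition below 40%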;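 also: 0% = enzyme with no compound and 100% = wells without enzyme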
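Test system: human alpha-thrombin protein / Dosing: one concentration per compound, 5 µM, with 0.2% DMSO / Medium: pH 7.5 Tris-saline with Tween 20 / Benchmarks: no-compound enzyme wells and no-enzyme blanks / Read-out basis: percent inhibition of thrombin substrate cleavage / Timing: reaction at room temperature / Measured by: fluorescence, ex 355 nm, em 460 nm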
Rad51 HR inh: human RAD51 strand exchange inhibitors, primary screen, biochemical, fluorescence | DNA repair protein RAD51 homolog 1 (Homo sapiens), Q06609 | AID 1385, 2008 | actives 0.085% (n = 200,000) | inhibition, % at 10 µM | hRad51 DNA strand exchange, fluorescence dequenching;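 active = inhibition above 40% at the single screening dose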;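 also: 0% = DMSO control wells and 100% = blanks with heterologous ssDNA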
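Test system: preformed human Rad51 ssDNA filaments. Compound dosing: single dose, 10 µM final compound. Incubation: filaments 15 min 37 °C, then compound 30 min. Technique: FRET fluorescence dequenching, excitation 485 nm, emission 520 nm. Read-out basis: percent inhibition from fluorescence, normalised to plate control and blank means. Benchmarks: plate controls and plate blanks.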
FXIIa inh 1536: human FXIIa protease inhibitors, primary screen, biochemical, 1536-well | Coagulation factor XII (Homo sapiens), P00748 | actives 0.3% (n = 220,000) | AID 800, 2007 | inhibition, % at 5 µM | purified FXIIa, Boc-QGR-AMC fluorogenic substrate, 2 h; in the data active = inhibition above about 40%;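 also: 0% = enzyme with no compound and 100% = blank without enzyme; many of its hits are not listed in these tables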
TNF death inh: inhibitors of TNF-alpha triggered necroptosis, primary screen, cell-based, Jurkat FADD-/-, single concentration; activation (protection from cell death), % at 10 µM; Jurkat FADD-/- TNF necroptosis rescue, ATP luminescence, 24 h; 0 = TNF only, 100 = no-TNF cells; AID 463075, 2010; actives 0.068% (n = 220,000);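 active = activation, meaning protection from cell death, of at least 50% relative to plate controls; inactive = activation below 50%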;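 also: necroptosis triggered by 40 ng/mL TNF-alpha added together with compound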
zVAD death inh: inhibitors of zVAD-triggered necroptosis, primary screen, L929 cells | L929 zVAD necroptosis rescue, ATP luminescence, 24 h; with zVAD 60 µM | viability rescue, % at 10 µM | actives 0.38% (n = 220,000) | AID 1377, 2008;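 active = activation, scaled between plate controls, above about 75%, limit read from the data; inactive = activation under that limit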;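 also: 0% = zVAD with DMSO and 100% = DMSO alone without zVAD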
FXIa inh 1536: human FXIa protease inhibitors, primary screen, biochemical, 1536-well; purified FXIa, Boc-Glu-Ala-Arg-AMC fluorogenic substrate; AID 798, 2007; Coagulation factor XI (Homo sapiens), P03951; inhibition, % at 5 µM; actives 0.14% (n = 220,000);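 active = inhibition of at least 40%; inactive = inhibition below 40%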;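 also: fluorescence of freed AMC excited at 355 nm; 0% = enzyme without compound and 100% = no enzyme blank; many of its hits are not listed in these tables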
hK5 inh: human KLK5 protease inhibitors, primary screen, biochemical, 1536-well | recombinant hK5, fluorogenic AMC substrate cleavage | AID 873, 2007 | actives 0.59% (n = 210,000) | inhibition, % at 5 µM;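 active = inhibition of 40% or more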;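 also: 0% = enzyme controls without compound and 100% = no-enzyme blanks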
Target sequence (Q9Y337 67-293 limits assumed): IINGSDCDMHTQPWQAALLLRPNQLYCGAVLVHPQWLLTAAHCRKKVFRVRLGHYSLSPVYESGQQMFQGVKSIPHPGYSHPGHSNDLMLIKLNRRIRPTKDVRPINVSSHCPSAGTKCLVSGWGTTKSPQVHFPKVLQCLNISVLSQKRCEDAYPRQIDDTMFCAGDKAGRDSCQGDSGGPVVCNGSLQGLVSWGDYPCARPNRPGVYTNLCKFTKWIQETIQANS
Hck-Nef inh: inhibitors of Nef-activated human Hck kinase, primary screen, biochemical, Z-Lyte FRET, 384-well, Hck-YEEI | Recombinant Hck-YEEI plus Nef, Z-Lyte FRET kinase assay | actives 0.68% (n = 220,000) | AID 463187, 2010 | inhibition, % at 20 µM;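 active = Hck-Nef kinase inhibition above about 50%, limit read from the data; inactive = inhibition below that limit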;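 also: 0% = DMSO with Hck plus Nef and 100% = Hck alone without Nef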
Target sequence (P08631 whole entry, looked up): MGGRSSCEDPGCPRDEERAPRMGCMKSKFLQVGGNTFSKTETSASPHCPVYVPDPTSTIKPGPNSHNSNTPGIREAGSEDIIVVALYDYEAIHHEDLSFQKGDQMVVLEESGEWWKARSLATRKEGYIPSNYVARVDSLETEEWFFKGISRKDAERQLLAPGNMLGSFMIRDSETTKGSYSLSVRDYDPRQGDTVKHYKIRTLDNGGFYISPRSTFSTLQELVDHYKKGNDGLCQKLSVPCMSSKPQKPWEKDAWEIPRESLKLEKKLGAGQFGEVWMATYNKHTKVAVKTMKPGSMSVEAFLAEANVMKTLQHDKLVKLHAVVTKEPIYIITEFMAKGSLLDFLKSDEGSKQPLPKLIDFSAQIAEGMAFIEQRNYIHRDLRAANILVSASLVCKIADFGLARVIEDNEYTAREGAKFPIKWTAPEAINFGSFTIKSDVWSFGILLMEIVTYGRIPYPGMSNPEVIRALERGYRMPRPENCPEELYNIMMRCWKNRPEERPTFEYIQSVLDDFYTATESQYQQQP
The depositor's hits bear a star; x = not tested or not shown. Not all compounds are listed. The share of hits here may be higher or lower than overall.

Values in the order: hK5 inh	thrombin 1536	TNF death inh	Cl transport mod	FXIIa inh 1536	FXIa inh 1536	Hck-Nef inh	Rad51 HR inh	zVAD death inh
CCOC(=O)C1=C(O)CCn2c1nc1ccccc12
    -20	-2	0.3	x	-11	-7	1	1	0.2
CCOc1ccccc1NC(=O)COC(=O)CSc1ccc(Cl)cc1
    -12	-5	1.0	0.5	6	7	-7	-4	-0.5
Cc1ccc2c(c1)OC(=O)CC2c1ccccc1 (stereo unspecified)
    -2	-3	0.0	x	-3	-7	-2	6	-0.8
CCC(CC)C(=O)N1CCN(Cc2ccc3c(c2)OCO3)CC1
    1	-1	0.1	x	15	6	-2	-1	0.9
CC1=CC2(O)OCCN(CCO)C2=CC1=O (stereo unspecified)
    -10	4	-5.1	0.071	13	6	0	-5	0.8
Cc1ccc(NC(=O)COC(=O)COc2ccc(Cl)cc2)c([N+](=O)[O-])c1
    -5	3	1.1	0.76	15	3	4	24	x
CCCC(=O)N(Cc1cc2cccc(C)c2[nH]c1=O)c1ccccc1OC
    -7	-1	-2.3	x	7	5	0	5	-0.1
COc1cccc2cc(S(=O)(=O)c3ccc(C)cc3)/c(=N/NS(=O)(=O)c3ccc(C)cc3)oc12
    -5	0	-1.4	0.25	5	-8	21	-3	1.3
FC(F)(F)c1ccc(CN2C[C@@H]3C(c4ccccc4)C4(c5ccccc5)CC3(C4)[C@H]2c2ccccc2)cc1 (stereo partly specified)
    -4	-8	-7.1	-0.012	2	-3	17	6	1.4
CC(=O)Oc1ccc2c(=O)c(/C=N/c3cc(=O)[nH]c(=S)[nH]3)coc2c1
    28	5	0.0	-3.5	10	3	-2	-30	0.0
Cc1cc(C(=O)CSc2nnc(-c3cccs3)o2)c(C)n1-c1ccccc1
    -5	2	-1.5	-1.8	17	5	-2	-1	0.6
N#Cc1cc2c(nc1SCC(=O)N1CCCCC1)CCCCC2
    -16	-13	-1.9	-1.6	5	-12	0	4	-0.2
COc1ccc(C(CC(=O)O)NC(=O)c2cc3cc(Br)ccc3oc2=O)cc1OC (stereo unspecified)
    -9	-12	0.1	0.094	1	-3	12	12	-0.7
Cc1ccc(C)c(N2N=C(C(=O)Nc3nccs3)CCC2=O)c1
    -6	-18	0.6	-0.038	7	-5	16	12	2.3
CCc1nc(C)cn1S(=O)(=O)c1cc(C)c(OC)c(C)c1C
    -2	-14	-12	-2	-19	-8	-20	-1	-0.9
CC(=O)c1ccc(NC(=S)N2CCCC(C(F)(F)F)C2)cc1 (stereo unspecified)
    3	-1	1.2	2.5	11	1	27	14	3.0
CC(=O)N1CCN(CC(=O)Nc2c(Cl)cccc2Cl)CC1
    -5	-6	-2.6	0.74	-5	-3	3	-5	0.1
COc1cc(/C=C2/C(=O)CNC2=O)ccc1O
    -2	-6	0.3	-0.12	3	-3	12	0	3.3
O=C(NNc1nc(=O)c2cccnc2s1)c1ccccc1O
    -7	-11	-5.6	-0.64	6	0	26	4	-0.2
NCCc1c(C(=O)O)[nH]c2ccc([N+](=O)[O-])cc12
    -1	1	-0.7	-0.88	11	1	27	12	0.1
Nc1ccc(C23CC4CC(CC(C4)C2)C3)cc1
    -4	-8	-4.3	-0.17	3	-4	5	3	3.9
O=C(COC(=O)c1cc([N+](=O)[O-])ccc1NCCO)c1ccccc1
    4	1	0.8	-3.2*	11	8	3	-1	0.0
O=C(CN1C(=O)C2CCCCC2C1=O)N1CCN(c2ccccc2)CC1 (stereo unspecified)
    10	-6	-0.6	x	4	-5	22	-5	0.1
COc1ccc(OC)c2[nH]c(=O)c(CCNC(=O)C(C)C)cc12
    11	7	1.8	0.62	6	-6	21	2	1.1
CCn1c(C)nc2cc(S(=O)(=O)C(F)(F)F)ccc21
    -9	3	0.7	-0.36	19	8	6	9	0.5
C=CCN1C(=O)/C(=C/C=C2/N(CC)c3ccc(S(=O)(=O)N(C)C)cc3N2CC)SC1=S
    1	-1	-3.1	-0.02	6	-1	21	-276	-0.1
NS(=O)(=O)c1ccc(CCNC(=O)CCCC2=NS(=O)(=O)c3ccccc3N2)cc1
    2	-2	1.9	0.81	11	-9	0	1	1.2
O=c1c2ccccc2oc2nc(-c3ccco3)n(Cc3ccccc3)c(=O)c12
    -3	2	-3.2	0.11	9	3	2	-4	-0.2
COc1cc(C2CC(=O)Oc3c(C(CCN4CCN(c5ccccc5)CC4)c4ccc(N(C)C)cc4)c(OC)cc(OC)c32)cc(OC)c1OC (stereo unspecified)
    4	1	0.5	0.27	8	2	23	0	0.7
COc1ccc(C(c2nnnn2CS(=O)(=O)c2ccc(C)cc2)N2CCN(c3ncccn3)CC2)cc1 (stereo unspecified)
    -6	0	-1.3	0.98	9	5	0	-3	0.0

A few values from the list.
For zVAD death inh, COc1ccc(OC)c2[nH]c(=O)c(CCNC(=O)C(C)C)cc12 shows 1.1
For FXIIa inh 1536, CCc1nc(C)cn1S(=O)(=O)c1cc(C)c(OC)c(C)c1C shows -19

Later entries:
Values in the order: hK5 inh	thrombin 1536	TNF death inh	Cl transport mod	FXIIa inh 1536	FXIa inh 1536	Hck-Nef inh	Rad51 HR inh	zVAD death inh
CC(C)CNC(=O)COC(=O)c1cc(S(=O)(=O)N(C)C)ccc1N1CCCC1
    -4	7	1.1	-0.91	8	3	-3	13	0.3
O=C(Nc1ccccc1)N1CCN(c2cccc(C(F)(F)F)c2)CC1
    2	0	0.8	x	13	-2	0	0	0.6
CCOC(=O)/C=C1\NC(C)(C)Cc2cc(OC)c(OC)cc21
    3	1	-0.7	-0.77	-12	-12	1	2	0.7
CCN(C1CCCCC1)S(=O)(=O)c1ccc(S(=O)(=O)NCc2ccncc2)cc1
    -14	1	-11	-0.21	6	2	-1	-4	-0.8
CN(C)/C=N/c1c(C(=O)NCc2ccccc2)nnn1Cc1ccccc1
    12	-3	1.3	-0.37	10	1	3	-3	-0.1
C/C=C/C(=O)Nc1nnc(C2CCCCC2)s1
    -5	20	-0.5	-0.72	0	-5	17	19	1.1
Cn1ccnc1SC(=O)N1c2ccccc2Sc2ccccc21
    -25	1	-1.6	-0.84	10	-11	-1	-2	0.0
O=C(NCCO)C(=O)NCC1OCCCN1S(=O)(=O)c1cccs1 (stereo unspecified)
    -22	-3	0.5	0.076	13	0	3	-7	1.2
NS(=O)(=O)c1ccc(CCNc2ncnc3c2c(-c2ccccc2)cn3-c2ccc(F)cc2)cc1
    -27	-5	-9.8	-0.89	18	13	1	-9	0.0
O=C(Cc1cc(=O)oc2cc(O)ccc12)NCC1CCC(C(=O)O)CC1 (stereo unspecified)
    -62	-24	-2.5	0.31	-57	-30	62*	4	0.1
Cc1cccc(NCC(=O)N/N=C/c2cccc(Br)c2)c1
    0	-9	0.4	0.98	3	-4	19	12	4.8
Cc1nc2cc(C(=O)OCC(=O)Nc3cccc(Cl)c3)ccc2n1-c1ccccc1
    -14	-17	1.4	0.28	0	-7	0	-5	1.0
O=C(O)c1ccc(SCc2cnc(Cl)s2)cc1
    -7	4	-4.2	x	12	1	1	1	-0.2
CCCS(=O)(=O)N1CCN(CC2CC3C=CC2C3)CC1 (stereo unspecified)
    -6	-6	-3.7	0.14	-2	0	1	8	-0.1
O=C(NC(=S)Nc1ccc2c(c1)OCCO2)c1ccccc1F
    -13	5	-0.7	25*	3	-1	0	12	1.3
Cc1nc(NCc2ccco2)[nH]c(=O)c1CCC(C)C
    -24	1	-0.8	-0.74	2	-9	0	-5	2.9
O=C(Cc1nc2ccccc2[nH]c1=O)c1ccccc1
    2	-2	-2.6	0.03	8	-2	-2	-42	62
CC(OC(=O)c1ccc2ccccc2n1)C(=O)Nc1ccc(N2CCOCC2)cc1 (stereo unspecified)
    -5	-6	-0.3	x	3	2	0	-2	-0.2
CCOC(=O)C1=C(C)NC(=O)C(C(N)=O)C1c1ccccc1 (stereo unspecified)
    -14	3	-2.1	0.038	-3	-11	0	-3	-0.2
O=C(COc1ccccc1)N/N=C/c1cc2c(cc1[N+](=O)[O-])OCO2
    0	1	-0.5	1.2	13	-2	-1	-2	0.2
CCC(Sc1nccn1C)C(=O)Nc1cccc2ccccc12 (stereo unspecified)
    8	2	0.4	-0.46	17	-1	-4	-2	-0.5
COC(=O)c1ccc(NC(=S)NCC2CC2)cc1
    -1	-11	0.4	0.68	3	-3	21	2	2.5
Cn1nc(C(C)(C)C)cc1C(=O)NNC(=O)c1ccc(C(F)(F)F)cc1
    5	1	0.3	-0.19	7	1	20	16	0.6
COC(=O)CCC(=O)N1CCOCCOCCN(C(=O)CCC(=O)OC)CCOCCOCC1
    -13	-7	-1.6	0.014	2	-15	7	3	0.2
CNC(=S)Nc1ccc2nc(C)oc2c1
    -9	0	-0.4	0.33	1	-3	0	0	0.7
O=C(COC(=O)c1ccc(S(=O)(=O)N2CCCC2)cc1)Nc1ccc(N2CCOCC2)cc1
    -2	-14	1.4	0.031	-1	-3	18	-2	3.1
CCOC(=O)C1CCN(C(=O)c2ccc(Cl)c(S(=O)(=O)N3CCOCC3)c2)CC1
    -1	0	-1.4	0.48	15	8	1	-5	0.9
COCCNC(C(=O)Nc1ccc([N+](=O)[O-])cc1Br)c1ccccc1 (stereo unspecified)
    -15	-2	4.0	-0.2	9	1	1	0	-0.1
O=C(NCCCN1CCN(c2ccccc2)CC1)Nc1ccccc1C(F)(F)F
    2	-1	0.3	x	6	2	-2	2	-0.9
CC(=O)NC(CC(=O)OCC(=O)c1c(N)n(C)c(=O)n(C)c1=O)c1ccccc1 (stereo unspecified)
    15	-4	0.6	-0.1	40*	34	-27	-4	-0.3
COc1ccccc1NS(=O)(=O)c1cccc(C(=O)NN=C2CCCCCC2)c1
    -20	-2	1.2	0.0063	10	0	1	5	0.5
O=C(CCCN1C(=O)c2ccccc2C1=O)Nc1cccnc1
    -6	-2	-1.6	0.87	9	2	3	8	0.7
CNS(=O)(=O)c1cccc(C(=O)OCC(=O)/C=C2/N(C)c3ccccc3C2(C)C)c1
    -24	-3	-0.8	-1.9	8	8	2	x	1.5
COCCn1c(N2CCN(c3ccccc3)CC2)nc2c1c(=O)n(C)c(=O)n2C
    0	-3	1.4	x	7	-2	16	1	-0.4
